Growth percent in the NCI-60 one-dose screen (48 h, 10 µM unless noted): 100 = growth as untreated, 0 = no growth, -100 = all killed.
SNB-19: SNB-19 CNS cancer cells | 81,000 compounds, 2.5% hits | AID 1794751
SF-295: SF-295 CNS cancer cells; 79,000 compounds, 5.6% hits; AID 1794758
SF-539: SF-539 CNS cancer. 81,000 compounds, 6.8% hits
KM12: KM12 colon cancer cells; 82,000 compounds, 5% hits; AID 1794800
U251: U251 CNS tumor cells | 80,000 compounds, 5.4% hits
SF-268: SF-268 CNS cancer cells. 82,000 compounds, 3.1% hits. AID 1794759
HCT-116: HCT-116 colon cancer; 82,000 compounds, 7.3% hits
HCC-2998: HCC-2998 colon cancer; 79,000 compounds, 4.7% hits; AID 1794799
SNB-75: SNB-75 CNS cancer; 79,000 compounds, 5% hits; AID 1794750
* marks the source's active call; other numbers are inactive results; · = not tested or not shown; & = joins results of further samples. Rule for the calls: active = growth percent below 10; inactive = the rest.

Abbreviations – A = SNB-19; B = SF-295; C = SF-539; D = KM12; E = U251; F = SF-268; G = HCT-116; H = HCC-2998; I = SNB-75
> O=Cc1cn(S(=O)(=O)c2ccccc2)c2ccccc12
  A = 87; B = 97; C = 90; D = 104; E = 92; F = 85; G = 101; H = 101; I = 86

> CCCCCCCCCCC(=O)CCCCCCCCCC
  A = 109; B = 94; C = 98; D = 104; E = 101; F = 108; G = 95; H = 94; I = 96

> COc1ccc(C(=O)NCc2ccc(OCC(=O)NO)c(OC)c2)cc1
  A = 101; B = 109; C = 99; D = 103; E = 104; F = 101; G = 107; H = 106; I = 92

> Cc1ccc(Nc2cc(N)nc(N)n2)cc1
  A = 110; B = 103; C = 112; D = 96; E = 109; F = 93; G = 104; H = 96; I = 84

> N=C(N)SCc1c2ccccc2c(CSC(=N)N)c2ccccc12
  A = 111; B = 67; C = 84; D = 60; E = 61; F = 55; G = 40; H = 79; I = 89

> Cc1cc(Cl)ccc1NC(=O)NC(C)(C)COC(=O)Nc1cccc(Cl)c1
  A = 50; B = 18; C = 69; D = 43; E = ·; F = 54; G = 32; H = 76; I = 85

> O=S(=O)(NCCNc1nccc(-c2c(-c3cccc(O)c3)nc3sccn23)n1)c1ccccc1
  A = 77; B = 73; C = 63; D = 45; E = 57; F = 58; G = 26; H = 67; I = 53

> COc1cc(/C=N/N2C(=O)c3ccccc3C2=O)ccc1O
  A = 102; B = 107; C = 105; D = 112; E = 100; F = 113; G = 120; H = 114; I = 98

> C/C(=C/c1c(O)n(C)c2ccccc12)N=O
  A = 91; B = 96; C = 101; D = 94; E = 95; F = 93; G = 89; H = 101; I = 84

> COc1cc(/C=N/Nc2cccc(Br)c2)cc(OC)c1OC
  A = 92; B = 59; C = 68; D = 34; E = 67; F = 55; G = 64; H = 52; I = 86

Compound profiles (already shown):
Results for COc1cc(/C=N/Nc2cccc(Br)c2)cc(OC)c1OC = SNB-19 = 92; SF-295 = 59; SF-539 = 68; KM12 = 34; U251 = 67; SF-268 = 55; HCT-116 = 64; HCC-2998 = 52; SNB-75 = 86
Results for C/C(=C/c1c(O)n(C)c2ccccc12)N=O = SNB-19 = 91; SF-295 = 96; SF-539 = 101; KM12 = 94; U251 = 95; SF-268 = 93; HCT-116 = 89; HCC-2998 = 101; SNB-75 = 84
Results for N=C(N)SCc1c2ccccc2c(CSC(=N)N)c2ccccc12 = SNB-19 = 111; SF-295 = 67; SF-539 = 84; KM12 = 60; U251 = 61; SF-268 = 55; HCT-116 = 40; HCC-2998 = 79; SNB-75 = 89

(further entries)
Abbreviations – A = SNB-19; B = SF-295; C = SF-539; D = KM12; E = U251; F = SF-268; G = HCT-116; H = HCC-2998; I = SNB-75
> C=C(C)C(=O)O[C@H]1C[C@@]2(C)OC(=CC2=O)/C(CO)=C\[C@H]2OC(=O)C(=C)[C@H]12
  A = 42; B = 33; C = -83*; D = -8.6*; E = -18*; F = -14*; G = -54*; H = ·; I = -0.8*

> O=Cc1cc(-c2ccc3c4c(cccc24)C(=O)N(N2C(=O)c4cccc5cccc(c45)C2=O)C3=O)ccc1O
  A = 100; B = 103; C = 89; D = 100; E = 91; F = 96; G = 93; H = 107; I = 78

> COc1cc(Cn2c(SCC(=O)Nc3cc(OC)c(OC)c(OC)c3)nc3ccccc3c2=O)cc(OC)c1OC
  A = 75; B = 86; C = 66; D = 99; E = 53; F = 55; G = 58; H = 124; I = -14*

> O=C(CSc1nnc(-c2c[nH]c3ccccc23)n1-c1ccccc1)Nc1ccc(C(=O)/C=C/c2ccc(Cl)cc2)cc1
  A = 73; B = 65; C = 64; D = 65; E = 74; F = 57; G = -37*; H = 78; I = 80

> Cc1cc(C)c(N2C(=O)CC(Nc3cccc(C)c3C)C2=O)c(C)c1 (centres undefined)
  A = 100; B = 105; C = 103; D = 105; E = 98; F = 103; G = 102; H = 112; I = 104

> COC(=O)[C@]1(C)CCC[C@]2(C)[C@H]3C[C@@H]4[C@H]5[C@@H]6C/C(=C\c7cccnc7)C(=O)[C@H]5[C@@]3(CC[C@H]21)CC4(C(C)C)O6
  A = 80; B = 91; C = 96; D = 89; E = 84; F = 90; G = 75; H = 103; I = 97

> Cc1ccc(Nc2ncnc3c2sc2ncccc23)cc1
  A = 103; B = 110; C = 100; D = 105; E = 101; F = 98; G = 106; H = 103; I = 83

> Cc1ccccc1-n1c(C)nc2cc(N3C(=O)CSC3c3ccc(F)cc3)ccc2c1=O (centres undefined)
  A = 101; B = 94; C = 114; D = 96; E = 89; F = 110; G = 117; H = 105; I = 92

> C#CC1(O)CCC2C3CCC4=Cc5oncc5CC4(C)C3CCC21C (centres undefined)
  A = 83; B = 65; C = 93; D = 94; E = 97; F = 94; G = 73; H = 104; I = 91

> COC1OC2COC(c3ccccc3)OC2C(OS(=O)(=O)c2ccc(C)cc2)C1OS(=O)(=O)c1ccc(C)cc1 (centres undefined)
  A = 114; B = 93; C = 103; D = 112; E = 96; F = 99; G = 99; H = 104; I = 109

(more compounds)
Abbreviations – A = SNB-19; B = SF-295; C = SF-539; D = KM12; E = U251; F = SF-268; G = HCT-116; H = HCC-2998; I = SNB-75
> C[C@@H]1CN(C=O)[C@@H](C)CN1C(=S)Nc1ccccc1
  A = 99; B = 122; C = 102; D = 102; E = 101; F = 105; G = 99; H = 105; I = 85

> NC(=O)c1cnn2ccn(C3OC(CO)C(O)C3O)c12 (centres undefined)
  A = 92; B = 104; C = 109; D = 104; E = 102; F = 115; G = 115; H = 107; I = 89

> Cc1ccc2nc(-c3ccc(-c4n[nH]c(=S)o4)cc3)[nH]c2c1
  A = 100; B = 102; C = 96; D = 95; E = 104; F = 97; G = 103; H = 100; I = 94

> COc1ccc(-c2cc(=O)oc3c4c(ccc23)OCN(Cc2ccc(F)cc2)C4)cc1
  A = 72; B = 27; C = 75; D = 79; E = 59; F = 82; G = 40; H = ·; I = 70

> O=[N+]([O-])c1ccc(O)c(CN(CCO)CCO)c1
  A = 105; B = 97; C = 98; D = 103; E = 104; F = 108; G = 104; H = 109; I = 90

> O=C(Nc1ccc(NS(=O)(=O)c2ccc(C(F)(F)F)cc2)cc1)C12CC3CC(CC(C3)C1)C2
  A = 98; B = 99; C = 101; D = 98; E = 100; F = 95; G = 86; H = 103; I = 85

> C=C1C(=O)O[C@H]2[C@H]1CC/C(COC(=O)NCc1ccc(Cn3c(=O)sn(CCCCC)c3=O)cc1)=C\CC[C@@]1(C)O[C@@H]21
  A = 86; B = 102; C = 46; D = 96; E = 52; F = 79; G = -12*; H = 95; I = 74

> CNC(=O)c1cc(N2CCc3cc(NC(=O)Nc4ccc(N5CCN(C)CC5)c(C(F)(F)F)c4)ccc32)ccn1
  A = 82; B = -50*; C = 17; D = 30; E = 53; F = 80; G = -47*; H = 85; I = 75

> O=C(Oc1ccc2ccccc2c1)c1ccccc1O
  A = 101; B = 113; C = 106; D = 135; E = 98; F = 131; G = 107; H = 115; I = 101

> CCN1C(=O)N(CC)C2C1NN=c1s/c(=C\c3cnc(C)n3C)c(=O)n12 (centres undefined)
  A = 26; B = 9.0*; C = -20*; D = 16; E = 7.7*; F = 52; G = 23; H = 46; I = -25*

As a working copy, part of the list above:
Abbreviations – A = SNB-19; B = SF-295; C = SF-539; D = KM12; E = U251; F = SF-268; G = HCT-116; H = HCC-2998; I = SNB-75
> O=C(Oc1ccc2ccccc2c1)c1ccccc1O
  A = 101; B = 113; C = 106; D = 135; E = 98; F = 131; G = 107; H = 115; I = 101

> CCN1C(=O)N(CC)C2C1NN=c1s/c(=C\c3cnc(C)n3C)c(=O)n12 (centres undefined)
  A = 26; B = 9.0*; C = -20*; D = 16; E = 7.7*; F = 52; G = 23; H = 46; I = -25*

Next part
Abbreviations – A = SNB-19; B = SF-295; C = SF-539; D = KM12; E = U251; F = SF-268; G = HCT-116; H = HCC-2998; I = SNB-75
> CC(O)(c1ccc(Cl)cc1)c1ccccn1 (centres undefined)
  A = 104; B = 96; C = 96; D = 97; E = 94; F = 99; G = 85; H = 101; I = 78

> O=S(=O)(Nc1ccc2ccccc2n1)c1cc(Cl)ccc1Cl
  A = 108; B = 96; C = 100; D = 102; E = 99; F = 97; G = 116; H = 100; I = 98

> C=C(C)CNC(=O)c1ccc(OC)c(OC)c1
  A = 110; B = 99; C = 97; D = 107; E = 101; F = 111; G = 95; H = 96; I = 85

> Cc1ccc(S(=O)(=O)NCCCNc2nccc(-c3[nH]c(-c4ccccc4)nc3-c3ccc(Cl)c(O)c3)n2)cc1
  A = 104; B = 99; C = 105; D = 107; E = 102; F = 106; G = 85; H = 108; I = 136

> O=C(CNc1ccc(Br)cc1)N1CCN(c2ncnc3c2cnn3-c2ccccc2)CC1
  A = 83; B = 39; C = 60; D = 37; E = 83; F = 73; G = 51; H = 81; I = 35

> Cc1ccc(C(=O)Nc2ccccc2OCc2cccc(C(=O)NCCN)c2)[nH]1
  A = 96; B = 111; C = 95; D = 106; E = 102; F = 100; G = 107; H = 110; I = 107

> COc1cc2c(cc1OCCCOC1=C=C=C(c3ccc4c(c3)c3cc(-c5ccc(OCCCOc6cc7c(cc6OC)C(=O)N6CCC[C@H]6C=N7)cc5)ccc3n4S(=O)(=O)c3ccc(C)cc3)C=C1)N=C[C@@H]1CCCN1C2=O
  A = 62; B = -26*; C = 13; D = 42; E = -30*; F = -42*; G = 11&136; H = -43*; I = 4.3*

> NC(=O)C(NN=C(c1ccccc1)c1ccccc1)c1ccccc1 (centres undefined)
  A = 104; B = 101; C = 108; D = 105; E = 103; F = 108; G = 97; H = 112; I = 93

> CC(=O)N(c1cc(C)ccc1C)c1ccccc1[N+](=O)[O-]
  A = 100; B = 108; C = 102; D = 111; E = 104; F = 107; G = 102; H = 110; I = 88

> COc1ccc(-n2ncn(Cc3nc(-c4ccccc4)n[nH]3)c2=O)cc1
  A = 94; B = 96; C = 102; D = 99; E = 80; F = 100; G = 86; H = 100; I = 98

Continued.
canonical_smiles,SNB-19,SF-295,SF-539,KM12,U251,SF-268,HCT-116,HCC-2998,SNB-75
Cc1n[nH]c(C)c1N=Nc1cccc2c1C(=O)c1ccccc1C2=O,93,99,90,99,92,97,78,96,95
Nc1ncnc2sc(-c3ccc(Cl)nc3)c(-c3ccccc3)c12,95,·,93,64,90,94,100,77,·
CN1C(=O)C(C2=NN(c3ccc(Cl)cc3)C(c3ccc(F)cc3)C2)C(=O)N(C)C1=O (centres undefined),102,96,102,68,98,93,98,93,87
CC(=O)NC(C)(C)CC(C)(C)C,107,111,110,105,103,111,107,114,106
COc1cc(/C=C/C(=O)N2CCN(C(=O)/C=C/c3cc(OC)c(OC)c(OC)c3)CC2)cc(OC)c1OC,105,122,103,115,103,118,98,102,·
O=S(=O)(O)c1ccc(O)c(C2CCCCC2)c1,104,100,98,105,97,105,93,113,77
COc1ccc(-c2cc(-c3ccc(OC)cc3)n3nc(N)nc3n2)cc1,94,103,90,105,101,113,94,107,98
Cc1nonc1C(=O)N1CCC[C@H](C(=O)c2ccc3c4c(cccc24)CC3)C1,95,108,96,94,94,95,85,91,86
O=c1[nH]c2ccccc2cc1-c1nc2ccncc2[nH]1,82,78,79,23,84,97,63,93,58
Cc1nn(-c2ccc(Cl)cc2)c(=O)n1CCN1C(=O)CSC1=O,96,94,90,94,91,90,74,93,86
CC(=O)O[C@@H]1CCN2C(=O)Nc3ccccc3[C@@H]2C1,95,99,95,106,101,105,98,98,73
CC(=O)c1ccc(Nc2nc(Cl)nc(Oc3c(Cl)cccc3Cl)n2)cc1,82,90,90,98,77,91,85,106,75
O=C1S/C(=C\c2ccccn2)C(=O)N1Cc1cc2ccccc2nc1Cl,100,103,98,110,106,108,121,110,103
CC(C)C1=NOC(=O)C1=Cc1cn(-c2ccccc2)nc1-c1ccc(F)cc1,82,95,90,70,51,91,32,80,71
CCCCNC(=O)/C(=C\c1ccc(OC)c(OC)c1)NC(=O)c1ccccc1,108,96,101,103,96,106,103,98,82
CCOC(=O)/C=C1/S/C(=N/NC(=O)COc2cc(=O)n(C)c3ccccc23)N(c2ccccc2)C1=O,99,99,95,101,99,97,99,101,86
COc1ccc2c(c1)C(Sc1ccc(Cl)cc1)c1c(nc(N)c(C#N)c1N)O2 (centres undefined),65,56,62,47,52,46,48,94,37
C/C(=N/NC(N)=S)c1ccc(Nc2nc(SC(C)C)nc(-c3ccccc3)c2C#N)cc1,99,94,88,99,99,102,102,109,134
COc1ccc(-c2cc(CCCCO)on2)cc1[N+](=O)[O-],96,109,97,103,112,107,99,104,83
COc1ccc2nc(-c3ccccc3)cc(C(C)=O)c2c1,101,96,86,103,99,96,91,107,80
Cc1ccc(-c2ccc(F)cc2)n1-c1ccc(F)cc1,84,·,80,80,88,79,44,73,57
CCCCc1ccc(NC(=O)Nc2sc3c(c2C#N)CCCC3)cc1,99,100,96,87,98,93,84,94,98
Nc1c(C(=O)Nc2ccccc2)n(CCCc2ccccc2)c2nc3c(cc12)CCCC3,99,99,100,95,93,93,80,112,80
CCn1c(-c2nonc2Nc2ccc(OC)cc2)nc2ccccc21,111,132,107,106,101,110,97,111,92
CCCCCCNC(=O)N/C=C(/C#N)C(N)=O,107,113,104,108,98,101,97,121,90

(cont.)
canonical_smiles,SNB-19,SF-295,SF-539,KM12,U251,SF-268,HCT-116,HCC-2998,SNB-75
CC1SC(c2ccc(Cl)cc2)N(CCc2cccs2)C1=O (centres undefined),12,-2.2*,-50*,-12*,-8.5*,14,-5.8*,-1.8*,-9.5*
Nc1nnc(-c2cncc(Br)c2)c(-c2c[nH]c3ccc(Cl)cc23)n1,73,92,73,75,84,89,74,89,57
O=C(CCC1CCCCC1)OCc1ccccc1,108,100,106,110,105,103,101,114,89
CC/C=C\C[C@H](O)C/C=C1/C(=O)C=C[C@@H]1C/C=C\CCCCO,56,11,14,-16*,-33*,78,-65*,6.2*,76

From PubChem BioAssay
